Bioassay records as filed in PubChem.
PNC inhibitor: blocks assembly of the perinucleolar compartment; hit rate 3.1% among 140,000; AID 2417; PC3M PTB-GFP, PNC prevalence imaging, 16 h; hits give low values; activity change (PNC), negative = inhibition, % at 10 µM;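 active means readout at or below -70, meaning at least 70% loss of cells showing the perinucleolar compartment, a nuclear body marking cancer cells; inconclusive means readout between -30 and a set limit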;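 further: plate controls were DMSO wells for no effect and camptothecin positive control wells for full effect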
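Compounds are pinned in duplicate onto adhered PC3M cells stably expressing GFP-tagged PTB and incubated 16 h at 37 C. Cells are then fixed, nuclei stained with Hoechst, and PNC-positive cells counted.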
15-hLO-2 inh: inhibitors of human 15-lipoxygenase 2 (ALOX15B). O15296. purified 15hLO-2, xylenol orange hydroperoxide absorbance. Potency, µM (doses to about 57.1 µM), inactives show top-dose activity change, negative = inhibition, most hits filed as inhibitors. hit rate 0.56% among 110,000; further: potency means the concentration at half of the fitted maximal effect; nearly all actives have a fitted effect of over 60% in size; many of its hits are not listed in these tables
Target sequence (O15296 whole entry, looked up): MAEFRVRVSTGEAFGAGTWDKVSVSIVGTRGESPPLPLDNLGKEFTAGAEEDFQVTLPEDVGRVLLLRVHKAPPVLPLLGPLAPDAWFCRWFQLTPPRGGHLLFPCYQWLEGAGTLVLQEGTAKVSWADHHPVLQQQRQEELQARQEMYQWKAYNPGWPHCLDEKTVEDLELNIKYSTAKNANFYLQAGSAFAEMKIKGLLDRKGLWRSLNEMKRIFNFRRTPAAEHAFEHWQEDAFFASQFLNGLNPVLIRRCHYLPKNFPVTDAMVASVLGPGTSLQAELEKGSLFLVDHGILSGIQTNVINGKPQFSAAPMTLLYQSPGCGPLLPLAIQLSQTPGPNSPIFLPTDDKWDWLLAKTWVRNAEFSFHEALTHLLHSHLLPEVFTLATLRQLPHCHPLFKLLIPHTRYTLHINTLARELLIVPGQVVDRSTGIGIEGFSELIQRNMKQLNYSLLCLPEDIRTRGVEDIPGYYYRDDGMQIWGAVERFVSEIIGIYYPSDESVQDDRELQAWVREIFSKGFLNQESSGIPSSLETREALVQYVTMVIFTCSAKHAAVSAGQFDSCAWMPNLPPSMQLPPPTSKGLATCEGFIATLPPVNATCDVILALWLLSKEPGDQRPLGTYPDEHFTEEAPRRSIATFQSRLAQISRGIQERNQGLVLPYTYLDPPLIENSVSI
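Purified human 15hLO-2 (50 nM final) preincubated with compounds 15 min at room temperature in 25 mM Hepes pH 7.5, 0.01% Triton X-100, then 45 uM arachidonic acid added for 90 min; hydroperoxide detected via ferrous/xylenol orange, 573/405 nm absorbance ratio.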
12-hLO inh: inhibitors of human 12-lipoxygenase (ALOX12) | Potency, µM (highest dose often 57.1 µM), inactives show at the top dose activity change, negative = inhibition, hits mostly inhibitors | AID 1452 | hit rate 0.12% among 150,000 | purified 12-hLO, xylenol orange hydroperoxide absorbance; further: potency means the concentration at half of the fitted maximal effect; nearly all actives have a fitted effect of over 55% in size; many of its hits are not listed in these tables
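Hydroperoxide output read as Fe(III)-xylenol orange absorbance, 573-to-405 nm ratio, after 30 min reaction with 40 uM arachidonic acid. Enzyme: 150 nM purified human 12hLO, 15 min compound preincubation; 25 mM Hepes pH 7.0, room temperature.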
IMPase cell inh: cell-permeable inhibitors of inositol monophosphatase (IMPase). P97697. CHO-M1 cells, IP1 accumulation, HTRF TR-FRET ratio. inhibition (IP1 accumulation), % at 46.1 µM. 120,000 tested, under 10 active. AID 901; active means well fitted curve in the direction sought with a large enough effect in the signal ratio, not every such curve was filed as active; inconclusive means small, poorly fitted or top-dose-only effect, or a change in a side signal; inactive means no such curve, though single readings can be large or run the other way; the % refers to the signal ratio;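 further: cells stimulated with carbachol in lithium chloride buffer; plate controls were DMSO basal wells for no effect and reference inhibitor wells for full effect; higher means more IMPase inhibition seen as more IP1 and lower FRET ratio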
Target sequence (P97697 whole entry, looked up): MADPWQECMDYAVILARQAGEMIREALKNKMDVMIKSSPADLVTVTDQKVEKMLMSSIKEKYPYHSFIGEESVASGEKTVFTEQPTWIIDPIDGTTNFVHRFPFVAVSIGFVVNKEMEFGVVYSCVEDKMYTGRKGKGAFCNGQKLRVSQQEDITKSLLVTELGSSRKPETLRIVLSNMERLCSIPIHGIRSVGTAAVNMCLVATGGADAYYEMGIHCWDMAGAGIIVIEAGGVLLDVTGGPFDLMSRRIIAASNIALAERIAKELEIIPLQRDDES
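In this qHTS, compounds (final up to 46 uM) act on CHO-M1 cells that are then activated through the M1 receptor with carbachol, in pH 7.4 buffer containing 50 mM LiCl, for 30 min. IP1 accumulation is quantified by the IP-One immunoassay.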
Active calls of the source: *; u = inconclusive; x = no result given; [ ] = dose if it differs, or a comment. Unless noted, the call rests on the fitted dose curve; in most records, active means well fitted curve in the direction sought with a large enough effect; inconclusive means small, poorly fitted or top-dose-only effect, or another doubt; inactive means no such curve, though single readings can be large; an effect the other way counts as inactive or inconclusive. Unless noted, on the % scale 0 is the no-effect control and ±100 the full control effect.

PNC inhibitor | 15-hLO-2 inh | 12-hLO inh | IMPase cell inh | Compound
u | x | -0.7% | x | CCOC(=O)C(NC(=O)CCl)(Nc1sc(C)c(CC)c1C#N)C(F)(F)F (stereo not drawn)
1.5 | -12.0% | -2.4% | -0.5 | CCCCNC(=O)Cn1cnc2sc(C(=O)OCC)c(C)c2c1=O
u | 5.5% | -0.4% | 7.8 | CC(=O)c1c(C(C)=O)c(C)n(-c2nc(-c3ccc(Br)cc3)c(C)s2)c1C
-0.3 | -7.6% | -21.9% | 0.1 | COC(=O)c1cc(-c2ccc3c(c2)OCO3)nc2ccccc12
15.4 | x | 0.1% | 12.9 | O=C(Oc1ccc(N(Cc2cccs2)C2=NS(=O)(=O)c3ccccc32)cc1)c1ccc(Cl)cc1
16.9 | -1.5% | 0.5% | 0.7 | CC(=O)NS(=O)(=O)c1ccc(NC(=O)CCC2CCCC2)cc1
-25.9 | -10.7% | -10.7% | 8.8 | Cc1cc(C(=O)CSc2nc3ccccc3c(=O)n2C)c(C)n1Cc1ccc2c(c1)OCO2
58.6 | x | 0.2% | x | O=C(N/N=C/c1ccc(Sc2ccccn2)o1)c1cccc([N+](=O)[O-])c1
-25.8 | 0.5% | -3.8% | 5.6 | Cc1ccc(CCNC(=O)CN2C(=O)COc3ccccc32)cc1
u | x | -0.1% | u | Cc1sc2ncnc(Sc3nc4ccccc4s3)c2c1C
-11.7 | 45.9%[activator] | -23.6% | 5.8 | N#Cc1cc2c(nc1SCc1cccnc1)CCCCC2
-0.7 | 1.1% | -0.3% | 3.1 | O=C(COc1ccc(Cl)cc1Cl)N1CCCCCC1
-23.3 | 11.3% | -1.4% | 6.5 | O=C1C2C3c4ccccc4C(c4ccccc43)C2C(=O)N1CN1CCOCC1 (stereo not drawn)
18.6 | x | -2.9% | x | COc1ccc(CCNC(=O)c2ccc(CN3CCC(Cc4ccccc4)CC3)cc2)cc1
-5.9 | 0.0% | -2.2% | -0.6 | O=C1C2C3C=CC(C3)C2C(=O)N1c1ncn[nH]1 (stereo not drawn)
11.2 | 26.0% | -0.6% | 2.2 | OC(c1ccccc1)C1CN(Cc2ccccc2)CCC1(O)c1ccccc1 (stereo not drawn)
79.1 | -15.9% | -0.6% | -6.5 | CN(CC(=O)NCCc1ccccc1)S(=O)(=O)c1ccc(Br)cc1
u | -13.5% | -2.8% | -5.7 | COc1ccc(OC)c(C2CC(c3c(-c4ccccc4)c4cc(Cl)ccc4[nH]c3=O)=NN2S(C)(=O)=O)c1 (stereo not drawn)
22.8 | 15.9% | -0.8% | -1.1 | COc1ccc(CN2CC(C(=O)NCCN3CCN(c4ccccc4F)CC3)CC2=O)cc1 (stereo not drawn)
-3.8 | x | -0.3% | x | Cc1cccc(C(=O)NCC(=O)OCC(=O)N2CC3(C)CC2CC(C)(C)C3)c1 (stereo not drawn)
11.5 | x | 1.2% | x | CCN(CC)c1ccc(/C=N/NC(=O)c2c(Cl)cnn2C)c(O)c1
8.3 | x | -0.9% | 3.3 | CCCNC(=O)CN(C)S(=O)(=O)c1c(C)cc(C)cc1C
-27.3 | -6.9% | 3.6% | 8.2 | Cc1ccsc1/C=N/NC(=O)c1c[nH]c2ccccc12
32.5 | x | 4.1% | x | OCCNCCOc1ccc(Cl)c(Cl)c1
-11.4 | 1.8% | -8.8% | 11.0 | O=C(COc1ccc(Cl)cc1Cl)Nc1ccc2nc3n(c(=O)c2c1)CCCC3
13.8 | x | -3.1% | x | O=C(c1ccccc1[N+](=O)[O-])N1CCN(Cc2ccc3c(c2)OCO3)CC1
5.0 | -1.5% | 1.3% | -7.1 | CC12CN3CC(C)(CN(C1)C3c1cc3ccccc3[nH]1)C2=O (stereo not drawn)
40.4 | -1.3% | 0.0% | 6.6 | O=C(COC(=O)C1CCC1)NCc1ccccc1Cl
x | -25.7% | -10.9% | x | COc1ccc2nc3c(c([Si](C)(C)C(C)(C)C)c2c1)Cn1c-3cccc1=O
15.4 | x | 0.1% | x | COc1cc(/C=C/C(=O)N2CCCc3ccccc32)cc(OC)c1OC
u | 2.2% | 8.2% | 1.6 | CCCOC(=O)C1=C(C)NC2=C(C(=O)CCC2)C1c1cc(OC)ccc1OC (stereo not drawn)
7.3 | -0.1% | 3.5% | 1.2 | COc1ccccc1-c1nnc(N(C)C(=O)C2CCCO2)s1 (stereo not drawn)
u | 0.2% | -2.1% | 5.7 | O=S1(=O)CCN(Cc2ccc(Cl)cc2)CC1
-19.3 | x | -19.2% | x | COc1ccc(C(=O)NC(=S)Nc2ccccc2F)cc1
-27.0 | 4.3% | -10.5% | -5.6 | Clc1ccc2nc(SCc3nnc(-c4ccccc4)o3)[nH]c2c1
x | 11.9% | 0.1% | x | CCCC[C@@H]1C[C@H]1C(NC(=O)c1cccs1)c1ccccc1C(F)(F)F (stereo partly drawn)
2.0 | -4.4% | -7.0% | 6.1 | CCC1(C)Cc2c(sc3nnn(CC(=O)Nc4ccccc4)c(=O)c23)CO1 (stereo not drawn)
51.5 | x | u | -1.8 | CCOc1cc(NC(=S)NCC2CCCO2)c(OCC)cc1NC(=O)c1ccc(OC)cc1 (stereo not drawn)
44.9 | -7.2% | 1.7% | -2.8 | CCc1ccc(Nc2ncc3c(n2)CC(c2ccc(OC)cc2)CC3=O)cc1 (stereo not drawn)
29.2 | 2.4% | 4.9% | -0.8 | COC(=O)c1ccc(NS(=O)(=O)N(C)C)cc1
3.1 | x | 2.8% | x | CC(=O)c1ccc(N(C(=O)Cn2nnc(-c3ccccc3)n2)C(C(=O)NC2CCCCC2)c2ccccn2)cc1 (stereo not drawn)
-14.7 | x | -3.5% | x | COc1cc(/C=C(\C#N)C(=O)Nc2cccc3ncccc23)cc(OC)c1OC
25.8 | -19.0% | -7.2% | 0.9 | CCC(C(=O)NC1CCCC1)N(C(=O)Cn1nnc(-c2ccc(C)o2)n1)c1cnc2ccccc2c1 (stereo not drawn)
u | 43.4%[activator] | -10.9% | 2.5 | Cc1ccc(NCc2nc3ccccc3n2C)cc1
-14.5 | 3.4% | -2.1% | 26.6 | CC(=O)Nc1ccccc1Sc1ccccc1
x | -4.6%[11.4 µM] | 7.1%[11.4 µM] | x | CC1=NCC[N@@+]1(CCc1ccccc1)Cc1ccccc1
15.1 | 2.1% | 5.9% | -17.8 | CCn1c(=O)cc(SCC(=O)NCc2ccc(C)o2)c2ccccc21
-21.4 | 11.1% | 0.1% | u | O=C(NCCc1ccccc1)/C(=N\O)c1ccccc1
u | -7.2% | -7.4% | -1.8 | Cc1cccc(-n2c(SCC(=O)NCc3ccco3)nnc2-c2ccco2)c1
3.5 | -10.1% | -10.0% | 9.8 | O=C(CN1CCc2ccccc21)NC(=O)NCc1ccco1
-24.0 | x | 3.3% | -5.0 | CN(C)S(=O)(=O)c1ccc(Cl)c(NC(=O)COC(=O)CCSc2ccccc2)c1
-18.7 | -0.3% | 1.1% | 0.9 | Cc1occc1-c1nnc(SCC(=O)N2CCOCC2)n1CCc1ccccc1
53.8 | -1.2% | 0.1% | -3.1 | CCC1=NN(C(=O)CCc2ccccc2)C(O)(C(F)(F)F)C1 (stereo not drawn)
u | x | 4.3% | x | O=C(NCc1ccccc1)c1cncc(Br)c1
21.1 | 26.1% | 1.6% | -11.4 | O=c1c2c(nc3c(-c4ccc(Cl)cc4)c[nH]n13)CCCC2
3.8 | -6.2% | -22.7% | -11.7 | CCCOc1ccc(C(=O)c2nc3c(n2O)CCCC3)cc1
-27.7 | x | -0.2% | -5.6 | CC(=O)c1cccc(NC(=S)NC2CC2)c1
-6.5 | -6.0% | -23.4% | 12.0 | Clc1ccc(CSc2snnc2-c2ccccc2)c(Cl)c1
55.6 | -1.8% | -1.5% | 3.6 | Cc1ccc(C(=O)C(C)OC(=O)C2CC(=O)N(C3CCCCC3)C2)cc1 (stereo not drawn)
1.8 | x | 2.9% | u | COc1ccccc1NC(=O)c1ccc(NC(=O)CSc2ncn[nH]2)cc1

Carrying on.
PNC inhibitor | 15-hLO-2 inh | 12-hLO inh | IMPase cell inh | Compound
16.8 | x | -7.2% | x | N=c1c2c(ncn1Cc1ccco1)Oc1ccc3ccccc3c1C2c1ccccc1 (stereo not drawn)
u | 2.2% | 0.7% | 1.1 | CC(=O)N1CCN(Cc2nc3cc(NC(=O)Cn4nc(C)c5ccccc5c4=O)ccc3n2C)CC1
-13.2 | x | -4.8% | 1.2 | COc1cc(C)c(NC(=S)Nc2cccc(Cl)c2)cc1OC
-14.6 | -23.1% | -26.8% | -4.6 | O=c1c2cc(N3CCOCC3)ccc2[nH]c(=S)n1Cc1ccc(Cl)cc1
-21.5 | 1.4% | -3.8% | 11.7 | O=C(Cc1ccccc1)N1CCC(O)(c2cccnc2)CC1
u | -0.5% | -0.6% | -7.4 | CC(=O)c1ccc(NC(=O)c2cnn3ccccc23)cc1
2.0 | 8.7% | -1.6% | u | Brc1cccc(-c2nnc3n2CCC3)c1
-7.8 | -21.4% | -5.9% | 3.3 | CC(Nc1cc(N2CCN(C(=O)C(C)(C)C)CC2)ccc1[N+](=O)[O-])c1ccccc1 (stereo not drawn)
-11.6 | x | 1.2% | x | COCC(C)n1c(C)cc(C(=O)CSc2cc(C)c3ccccc3n2)c1C (stereo not drawn)
-10.3 | 1.5% | 6.3% | -0.4 | O=C(Nc1cccc(F)c1)C1CCCN1S(=O)(=O)c1cccc2cccnc12 (stereo not drawn)
-3.5 | -1.4% | -5.2% | 6.9 | O=C(OCN1C(=O)c2ccccc2C1=O)c1ccccc1
-106.5* | -7.0% | 5.9% | 7.0 | CCc1ccc(C(=O)Nc2ccc(S(=O)(=O)Nc3nc(C)cc(C)n3)cc2)o1
8.1 | -12.0% | -0.5% | 30.6[activator] | COc1cc(C(=O)Nc2ccc(N(C)C)cc2)cc(OC)c1OC
-6.2 | 1.9% | 2.1% | 7.0 | Cc1cc(NC(=O)CCC(=O)N(CC(=O)NC2CCCC2)Cc2ccco2)no1
-17.7 | 0.7% | -0.2% | 4.1 | O=C(OCCCN=C1NS(=O)(=O)c2ccccc21)c1ccc(F)cc1
u | -2.0% | 7.2% | -1.8 | CN(CC(=O)N1CCc2ccccc2C1)S(=O)(=O)c1ccc2c(c1)c(=O)n(C)c(=O)n2C
24.5 | -5.5% | -4.4% | -8.8 | COc1ccc(OC)c(N2C(=O)C(Cl)=C(N3CCOCC3)C2=O)c1
-2.8 | -3.9% | -1.5% | 0.6 | Cc1ncc([N+](=O)[O-])n1CC(=O)NCc1ccccc1
x | -6.1%[11.4 µM] | 1.0%[11.4 µM] | x | OCCn1cnc2c(SCc3ccccc3)ncnc21
38.9 | 3.8% | 2.2% | 4.0 | O=C1CCCN1c1cc(Cl)ccc1Cl

Exported field by field: part of the list above
COc1cc(C(=O)Nc2ccc(N(C)C)cc2)cc(OC)c1OC
  PNC inhibitor: 8.1 | 15-hLO-2 inh: -12.0% | 12-hLO inh: -0.5% | IMPase cell inh: 30.6[activator]
Cc1cc(NC(=O)CCC(=O)N(CC(=O)NC2CCCC2)Cc2ccco2)no1
  PNC inhibitor: -6.2 | 15-hLO-2 inh: 1.9% | 12-hLO inh: 2.1% | IMPase cell inh: 7.0

Remaining list, next part.
PNC inhibitor | 15-hLO-2 inh | 12-hLO inh | IMPase cell inh | Compound
-3.5 | 2.4% | -8.3% | -1.5 | CCN(CC)C(=O)c1ccc2c(c1)N(Cc1ccccc1)C(=O)CS2=O (stereo not drawn)
21.0 | -1.1% | 2.3% | 4.2 | O=C(CCc1ccc(S(=O)(=O)NC2CCCCC2)cc1)NCc1ccc(Cl)cc1
-10.8 | 1.1% | 6.6% | -0.9 | O=C(Cc1ccc(Br)cc1)OCC(=O)c1ccc2c(c1)OCCO2
-5.9 | x | -4.0% | x | COc1ccc([C@H]2[C@H](C(=O)OC(C)(C)C)N3N=Cc4ccccc4C3C23C(=O)c2ccccc2C3=O)cc1OC (stereo partly drawn)

Not all compounds are listed, so the mix of outcomes need not match the whole.
